uPA surface inh – cell surface uPA generation inhibition. cell surface uPA generation assay, qHTS. Potency, µM (highest dose often 38.3 µM), without a hit: at the top dose activity change, negative = inhibition, hits mostly inhibitors. hit rate 0.31% among 330,000. AID 540303; active = well fitted inhibition curve with a large enough effect; inconclusive = small, poorly fitted or top-dose-only effect; inactive = no such curve, though single readings can be large or run the other way; tested in mouse RAW 264.7 cells; note: % is set by controls: 0 for no effect and ±100 for the full control effect; nearly all actives have a fitted effect of over 55% in size
Gal4-VP16 FLuc – inhibits Gal4-VP16 luciferase reporter, ROR gamma counter-screen | Drosophila S2 Gal4-VP16 UAS-luciferase, luminescence, 20 h | Potency, µM (titrated, usually from 53.6 µM), inactives show at the top dose activity, negative = inhibition, most hits filed as inhibitors | hit rate 3.5% among 310,000;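 note: Gal4-VP16 expression switched on by copper sulfate through the metallothionein promoter; % is set by controls: 0 for no effect and ±100 for the full control effect; nearly all actives have a fitted effect of over 50% in size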
CXXC DNA block – inhibitors of human MLL CXXC domain-DNA interaction; Potency, µM (titrated, usually from 115 µM), without a hit: at the highest dose activity change, negative = inhibition, hits mostly inhibitors; Q03164; MLL-CXXC / FITC-HOXA9 DNA fluorescence polarization; AID 2662; hit rate 0.037% among 290,000; active = well fitted inhibition curve with a large enough effect in the polarisation, with a control signal flat, not every such curve was filed as active; inconclusive = small, poorly fitted or top-dose-only effect, or effect the other way, or a change in a side signal; inactive = no such curve, though single readings can be large or run the other way; the % refers to the polarisation
Target sequence (Q03164 whole entry, looked up, the tested form may be a part): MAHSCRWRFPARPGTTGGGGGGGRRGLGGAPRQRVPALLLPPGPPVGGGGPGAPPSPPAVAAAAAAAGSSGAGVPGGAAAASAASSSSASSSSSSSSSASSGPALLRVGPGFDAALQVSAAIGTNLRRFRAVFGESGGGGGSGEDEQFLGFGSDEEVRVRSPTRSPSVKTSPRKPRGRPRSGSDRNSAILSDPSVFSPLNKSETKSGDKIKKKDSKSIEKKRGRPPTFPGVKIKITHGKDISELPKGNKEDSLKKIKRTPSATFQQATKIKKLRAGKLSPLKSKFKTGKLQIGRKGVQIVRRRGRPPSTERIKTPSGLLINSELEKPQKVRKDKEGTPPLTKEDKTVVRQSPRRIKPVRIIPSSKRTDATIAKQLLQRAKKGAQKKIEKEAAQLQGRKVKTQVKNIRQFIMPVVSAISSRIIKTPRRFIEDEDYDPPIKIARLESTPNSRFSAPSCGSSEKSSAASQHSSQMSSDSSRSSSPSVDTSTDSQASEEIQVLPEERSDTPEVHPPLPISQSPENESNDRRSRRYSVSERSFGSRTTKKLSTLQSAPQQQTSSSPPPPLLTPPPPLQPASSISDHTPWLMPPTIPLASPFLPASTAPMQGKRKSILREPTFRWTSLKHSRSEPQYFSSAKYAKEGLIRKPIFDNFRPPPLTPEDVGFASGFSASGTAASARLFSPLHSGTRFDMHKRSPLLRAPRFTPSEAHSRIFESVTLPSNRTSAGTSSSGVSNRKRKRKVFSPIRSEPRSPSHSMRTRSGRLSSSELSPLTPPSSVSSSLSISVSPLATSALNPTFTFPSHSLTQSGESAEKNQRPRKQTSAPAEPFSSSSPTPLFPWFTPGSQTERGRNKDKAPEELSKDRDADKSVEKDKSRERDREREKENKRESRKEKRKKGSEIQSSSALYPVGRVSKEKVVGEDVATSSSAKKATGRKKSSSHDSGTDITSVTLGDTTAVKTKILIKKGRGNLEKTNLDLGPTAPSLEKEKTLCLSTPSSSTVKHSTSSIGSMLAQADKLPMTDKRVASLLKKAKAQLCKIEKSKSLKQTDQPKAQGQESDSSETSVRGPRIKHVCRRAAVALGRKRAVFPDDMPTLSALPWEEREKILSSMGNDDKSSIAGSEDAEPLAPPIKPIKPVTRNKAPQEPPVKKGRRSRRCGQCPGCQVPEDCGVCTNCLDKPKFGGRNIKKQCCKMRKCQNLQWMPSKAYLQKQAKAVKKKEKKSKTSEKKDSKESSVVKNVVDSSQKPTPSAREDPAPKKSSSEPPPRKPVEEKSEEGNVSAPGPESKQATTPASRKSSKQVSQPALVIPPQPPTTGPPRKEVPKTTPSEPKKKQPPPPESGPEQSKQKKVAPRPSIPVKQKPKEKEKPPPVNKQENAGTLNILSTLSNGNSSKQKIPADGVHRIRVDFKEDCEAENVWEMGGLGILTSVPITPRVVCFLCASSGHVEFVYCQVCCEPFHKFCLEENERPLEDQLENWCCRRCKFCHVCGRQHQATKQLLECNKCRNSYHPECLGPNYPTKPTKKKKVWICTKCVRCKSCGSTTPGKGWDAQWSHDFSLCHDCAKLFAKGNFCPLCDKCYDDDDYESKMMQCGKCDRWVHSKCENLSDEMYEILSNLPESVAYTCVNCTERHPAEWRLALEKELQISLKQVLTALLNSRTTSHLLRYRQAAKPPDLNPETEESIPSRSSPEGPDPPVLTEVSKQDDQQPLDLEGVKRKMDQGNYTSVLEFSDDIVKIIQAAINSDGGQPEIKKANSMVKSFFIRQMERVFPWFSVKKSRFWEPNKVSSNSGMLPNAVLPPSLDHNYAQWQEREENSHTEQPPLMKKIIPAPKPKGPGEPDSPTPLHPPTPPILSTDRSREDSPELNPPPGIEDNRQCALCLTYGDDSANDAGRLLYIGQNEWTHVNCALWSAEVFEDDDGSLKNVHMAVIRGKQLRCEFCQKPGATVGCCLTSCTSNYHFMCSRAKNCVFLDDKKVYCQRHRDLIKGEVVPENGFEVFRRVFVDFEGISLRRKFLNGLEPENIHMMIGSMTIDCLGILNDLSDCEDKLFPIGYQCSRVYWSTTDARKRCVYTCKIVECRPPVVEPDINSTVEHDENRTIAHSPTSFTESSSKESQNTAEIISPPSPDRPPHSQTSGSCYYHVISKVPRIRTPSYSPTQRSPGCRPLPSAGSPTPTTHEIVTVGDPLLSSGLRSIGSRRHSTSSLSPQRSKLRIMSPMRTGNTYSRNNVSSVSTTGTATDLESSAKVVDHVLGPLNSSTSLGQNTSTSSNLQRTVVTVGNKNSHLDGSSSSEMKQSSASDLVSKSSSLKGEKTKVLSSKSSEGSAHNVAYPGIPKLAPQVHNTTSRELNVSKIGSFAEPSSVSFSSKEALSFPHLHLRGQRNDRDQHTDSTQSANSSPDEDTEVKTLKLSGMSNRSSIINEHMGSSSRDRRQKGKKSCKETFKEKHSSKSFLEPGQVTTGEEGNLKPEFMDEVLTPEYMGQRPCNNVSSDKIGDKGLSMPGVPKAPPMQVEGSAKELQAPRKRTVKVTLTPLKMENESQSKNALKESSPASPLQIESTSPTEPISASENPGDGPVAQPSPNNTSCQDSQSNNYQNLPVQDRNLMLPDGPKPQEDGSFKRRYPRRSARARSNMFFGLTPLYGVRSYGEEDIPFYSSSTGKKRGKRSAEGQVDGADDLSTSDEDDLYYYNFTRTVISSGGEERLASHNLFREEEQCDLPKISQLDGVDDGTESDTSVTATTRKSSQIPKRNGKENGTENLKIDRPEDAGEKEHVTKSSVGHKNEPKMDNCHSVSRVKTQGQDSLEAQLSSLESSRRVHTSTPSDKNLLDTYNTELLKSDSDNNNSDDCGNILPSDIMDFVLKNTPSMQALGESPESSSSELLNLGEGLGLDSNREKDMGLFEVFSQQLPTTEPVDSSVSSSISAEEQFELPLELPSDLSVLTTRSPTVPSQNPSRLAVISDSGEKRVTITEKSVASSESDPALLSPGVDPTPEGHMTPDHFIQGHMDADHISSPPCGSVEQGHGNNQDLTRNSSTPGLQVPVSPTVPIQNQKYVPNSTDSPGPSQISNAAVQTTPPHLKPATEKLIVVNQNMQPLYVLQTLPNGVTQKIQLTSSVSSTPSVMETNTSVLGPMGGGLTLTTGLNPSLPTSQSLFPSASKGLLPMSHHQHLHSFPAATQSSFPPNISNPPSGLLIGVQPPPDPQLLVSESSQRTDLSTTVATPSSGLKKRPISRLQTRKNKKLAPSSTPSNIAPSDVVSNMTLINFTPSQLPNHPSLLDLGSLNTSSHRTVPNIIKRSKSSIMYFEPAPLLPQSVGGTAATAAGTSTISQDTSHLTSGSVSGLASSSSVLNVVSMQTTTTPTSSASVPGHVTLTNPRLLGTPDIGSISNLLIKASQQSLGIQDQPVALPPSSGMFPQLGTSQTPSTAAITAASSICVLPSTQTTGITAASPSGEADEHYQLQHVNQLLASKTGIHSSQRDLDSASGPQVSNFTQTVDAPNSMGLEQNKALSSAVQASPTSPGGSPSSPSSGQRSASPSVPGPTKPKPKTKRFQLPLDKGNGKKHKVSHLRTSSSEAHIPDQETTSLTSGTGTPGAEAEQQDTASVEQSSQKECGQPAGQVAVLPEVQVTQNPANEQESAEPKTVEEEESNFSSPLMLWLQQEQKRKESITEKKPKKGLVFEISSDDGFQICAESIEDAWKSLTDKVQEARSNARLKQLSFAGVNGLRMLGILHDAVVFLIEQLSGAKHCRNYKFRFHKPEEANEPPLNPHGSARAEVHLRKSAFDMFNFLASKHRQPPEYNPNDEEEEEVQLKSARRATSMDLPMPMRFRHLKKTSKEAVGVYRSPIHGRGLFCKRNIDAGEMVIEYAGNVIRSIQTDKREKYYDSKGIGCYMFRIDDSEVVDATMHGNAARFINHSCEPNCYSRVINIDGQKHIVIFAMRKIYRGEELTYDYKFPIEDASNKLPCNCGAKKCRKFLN
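Purified MLL-CXXC (added from a 7 uM solution) was preincubated 5 min at ambient with pinned compounds in 50 mM Tris-HCl pH 7.5, 50 mM NaCl, 1 mM DTT, 0.05% BSA. Fluorescein-labeled HOX-A9 DNA (50 nM solution) followed, 30 min, then polarization read.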
FLuc counter – counter-screen for miR-21 project: firefly luciferase inhibitors or activators | P08659 | purified FLuc, Km substrates, luminescence inhibition | Potency, µM (titrated, usually from 57.5 µM), for the others: at the top dose activity change, negative = inhibition, hits mostly inhibitors | hit rate 6.9% among 360,000;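 note: plate controls were vehicle for no effect and reference inhibitor for full effect; nearly all actives have a fitted effect of over 55% in size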
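Biochemical qHTS of compounds, final roughly 60 µM downward over six points, against 10 nM purified firefly luciferase using Km concentrations of substrates (10 uM D-luciferin, 10 uM ATP) in Tris acetate pH 7.5 buffer; luminescence output.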
BRCA1 expr up – activators of BRCA1 expression | AID 624202 | MCF7-BRCA1-FFLuc reporter, luminescence, 48 h; response scale: scaled: vehicle 0%, 10 µM genistein 100% | hit rate 1.1% among 380,000 | Potency, µM (doses to about 46.1 µM), without a hit: top-dose activation, most hits filed as activators; note: nearly all actives have a fitted effect of over 80% in size; some results filed as inactive show a strong effect at the top dose
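Luminescence from a BRCA1-driven firefly luciferase in MCF7 cells was the read-out, taken 15 min after substrate addition following 48 h compound exposure at 37 °C. Data were normalized to a 10 microM genistein control and DMSO vehicle.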
RORg inh – inhibitors of mouse ROR gamma transcriptional activity. Potency, µM (doses to about 53.6 µM), for inactives: at the top dose activity change, negative = inhibition, most hits filed as inhibitors. hit rate 5.4% among 310,000. AID 2551. Drosophila S2 Gal4-RORgamma UAS-luciferase reporter, 20 h; note: % is set by controls: 0 for no effect and ±100 for the full control effect; nearly all actives have a fitted effect of over 60% in size
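A Gal4/UAS one-hybrid system in insect cells: metallothionein-promoter Gal4–ROR gamma fusion plus Photinus luciferase reporter. Copper sulfate 700 uM final, 20 hr ambient incubation, luminescent detection after 10 min with reagent.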
NPC1 promoter act – activators of NPC1 promoter. hit rate 2.4% among 320,000. Potency, µM (top dose mostly 9.22 µM), for the others: top-dose activation, usual class: activators. Huh7 NPC1 promoter luciferase reporter, 24 h;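 note: % of control where 0% means no effect; nearly all actives have a fitted effect of over 60% in size; reporter is driven by a mutant NPC1 promoter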
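Stably transfected Huh7 (NPC1 promoter→luciferase), 1500 cells/well in Opti-MEM + 10% FBS, 2 h settle, then compound 24 h at 37 °C. Luminescence after 10 min with Amplite reagent.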
p53 reactivation – mutant p53 re-activation in reporter cells; hit rate 0.063% among 320,000; H1299 p53-A138V BP100-luciferase reporter, luminescence, 24 h; Potency, µM (series often up to 92.2 µM), inactives show top-dose activity change, positive = activation, hits mostly activators; note: % of control where 0% means no effect; nearly all actives have a fitted effect of over 45% in size
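p53-null H1299 cells stably carrying temperature-sensitive p53-A138V and a BP100-luciferase reporter were pinned with compounds (4-point, 1:5 series) and held 24 hrs at 37 deg C. Luminescence was read 10 min after detection reagent.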
Rab9 promoter act – activators of Rab9 promoter. AID 485297. hit rate 2.8% among 320,000. Potency, µM (doses to about 9.22 µM), inactives show at the highest dose activation, negative = inhibition, usual class: activators. Huh7 Rab9 promoter-luciferase reporter, luminescence, 24 h; note: % of control where 0% means no effect; nearly all actives have a fitted effect of over 60% in size
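Cell-based reporter: Huh7 stable for Rab9 promoter-driven luciferase, plated in reduced-serum medium with 10% FBS at 1500 cells/well, compound-treated 24 h at 37 °C, luminescence read after 10 min reagent.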
MBNL1 CUG block – inhibitors of human MBNL1 binding to CUG repeat RNA | Q9NR56 | TR-FRET MBNL1-His/biotin-(CUG)12 binding, 665/545 ratio | Potency, µM (doses to about 57.5 µM), for inactives: at the top dose activity change, negative = inhibition, most hits filed as inhibitors | hit rate 0.036% among 280,000 | AID 2675; active = well fitted inhibition curve with a large enough effect in the signal ratio, with a control signal flat, not every such curve was filed as active; inconclusive = small, poorly fitted or top-dose-only effect, or effect the other way, or a change in a side signal; inactive = no such curve, though single readings can be large or run the other way; the % refers to the signal ratio; note: % is set by controls: 0 for no effect and ±100 for the full control effect
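MBNL1-His + Biotin-(CUG)12, cpd titration 92 nM–58 uM; Tb anti-His Ab 0.055 ng/ul, SA-XL665 5 nM (final); 60 min RT; ratiometric 665/545 nm, Ex 340 nm; normalized to buffer and full-complex controls.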
ELG1 genotoxic – inducers of genotoxicity in HEK293T ELG1-luciferase cells. HEK293T ELG1-luciferase reporter, luminescence, 16 h. AID 504466. Potency, µM (series often up to 46 µM), for inactives: top-dose activity change, positive = activation, most hits filed as activators. hit rate 1.3% among 330,000; note: % of control where 0% means no effect; nearly all actives have a fitted effect of over 60% in size
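Screening used a luciferase reporter fused to human ELG1 in HEK293T cells. Luminescence was read on a CCD plate imager after 16 hr exposure and 30 min ONE-Glo incubation.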
An asterisk follows results filed as active; ? = inconclusive; . = no result given; [ ] = another dose, or the depositor's remark. Unless noted, calls come from the whole dose curve; as a rule, active = well fitted curve in the direction sought with a large enough effect; inconclusive = small, poorly fitted or top-dose-only effect, or another doubt; inactive = no such curve, though single readings can be large; an effect the other way counts as inactive or inconclusive. Potency is the fitted concentration of half-maximal effect. An excerpt; rates above refer to the full screens.

SMILES | uPA surface inh | Gal4-VP16 FLuc | CXXC DNA block | FLuc counter | BRCA1 expr up | RORg inh | NPC1 promoter act | p53 reactivation | Rab9 promoter act | MBNL1 CUG block | ELG1 genotoxic
O=C(CCn1c(=O)[nH]c2ccsc2c1=O)N1CCN(Cc2ccc3c(c2)OCO3)CC1 | 0.4% | 0.0%[0.365 µM] | 9.4% | -1.4% | -3.7% | 6.9% | 0.9% | 1.7% | -5.9% | -3.2% | -10.6%
COc1ccccc1-n1cnnc1SCC(=O)NCc1cccs1 | 0.6% | -26.8% | -1.3% | 2.8% | 13.9% | ? | 1.4% | 0.3% | -1.8% | -6.3% | -4.6%
CCOc1ccc(C(c2c(NC(=O)c3ccccc3)sc(C)c2C)N2CCN(CCO)CC2)cc1 (stereo not given) | -6.9% | ? | -15.3% | -2.0% | -55.6% | 34.0% | -0.4% | -1.6% | -1.9% | 1.6% | -1.3%
Cc1cc(C)c(NC(=O)CSc2nccn2C)c(C)c1 | -3.6% | -8.3% | 16.1% | 4.9% | 29.4% | 14.0% | 2.0% | 0.9% | 2.7% | -14.6% | 0.7%
COC(=O)c1cccc(N(CC(=O)NC2CCCC2)C(=O)CCC(=O)Nc2cc(C)on2)c1 | 1.4% | -18.0% | -11.7% | 2.0% | -12.6% | -3.3% | 1.3% | 3.5% | -2.2% | -2.0% | -1.3%
CS(=O)(=O)c1ccccc1C(=O)Nc1cc(Cl)ccc1-n1cncn1 | -0.5% | . | . | 0.1% | 0.5% | . | 0.1% | -3.4% | -2.2% | . | -9.6%
COc1cc2[nH]c(=O)n(CCCC(=O)N3CC=C(c4ccccc4)CC3)c(=O)c2cc1OC | -0.1% | -4.3% | 2.7% | 4.1% | -18.3% | 10.0% | -2.4% | -3.1% | 2.7% | 4.6% | -4.6%
Fc1ccc(-n2[nH]nnc2=S)cc1N1CCCC1 | 1.6% | ? | -4.6% | 23.9µM* | 33.2% | 3.2%[10 µM] | 15.6% | 7.1% | 15.4% | -18.6% | 13.0%
Clc1ccc(OCCCCN2CCCCC2)cc1 | -3.5% | -19.7% | -25.7% | -0.5% | -23.3% | -18.8% | 0.9% | -1.1% | -0.1% | -3.5% | -11.9%
CN(CC(=O)O)c1ccc(S(=O)(=O)N2CCOCC2)cc1[N+](=O)[O-] | -0.3% | -7.5% | ? | -3.3% | 24.0% | -6.1% | 2.1% | -1.2% | 13.0% | 2.8% | -2.9%
CC1=CCC(C(=O)N/N=C/c2cccs2)C(c2ccc(F)cc2)C1 (stereo not given) | 5.1% | -24.2% | -7.6% | -1.4% | -55.4% | -43.1% | -0.9% | -2.1% | -3.5% | 1.3% | -4.3%
c1ccc(-c2csc(NC3CCCCC3)n2)cc1 | 1.4% | 17.1% | -22.3% | 1.69µM* | 2.82µM* | -19.8% | 0.794µM* | ? | 1µM* | 21.6% | 5.17µM*
CCCCN(C(=O)CSc1nnnn1C)C1CCS(=O)(=O)C1 (stereo not given) | 2.3% | . | . | 3.2% | 6.6% | . | -6.9% | 9.8% | -2.9% | . | -0.6%
COc1ccc(-n2c(-c3ccc(Br)cc3)c[n+]3c2CCCCC3)cc1 | -9.9% | ? | 1.5% | 0.7% | -42.2% | ? | -28.9% | -4.2% | -28.5% | 1.7% | -14.9%
CC(C)[C@H](N)c1nnc(SCc2ccc(Cl)cc2)o1 | -4.8% | -6.4% | -0.8% | -2.0% | 9.3% | ? | -6.4% | 18.5% | -17.1% | 5.7% | -2.2%
COc1ccccc1NS(=O)(=O)c1ccc(NC(=O)c2ccncc2)cc1 | -2.3% | -25.1% | 15.7% | -0.8% | -12.6% | 34.9% | -1.3% | -6.7% | -0.3% | 7.1% | -3.8%
Cc1ccccc1-n1nc(-c2ccc(N)cc2)cc1N | -5.0% | -8.7% | -4.2% | -6.4% | -7.5% | 43.0% | 0.6% | -2.3% | -2.9% | 0.7% | 1.6%
O=S(=O)(c1cccs1)N1CCN(c2ncccn2)CC1 | . | -0.7% | -1.9% | 2.5% | 1.8% | 8.0% | ? | -11.2% | 1.3% | -7.2% | 3.1%
CC1CCN(C(=O)CC#N)CC1 | -1.6% | -4.5% | 0.2% | -2.9% | 15.0% | 2.9% | -1.1% | 2.1% | 14.9% | . | 0.4%
Fc1ccc(-c2cc3nc(-c4ccccc4)cc(N4CCOCC4)n3n2)cc1 | 21.9% | -11.7% | 31.9%[activator] | -0.5% | 8.1% | -5.6% | -3.0% | -0.5% | -1.3% | -4.9% | -5.6%
O=C(Nc1cc(=O)[nH]c2ncnn12)c1ccccc1 | 4.6% | 2.1% | 0.6% | 3.1% | -14.1% | 0.0% | -5.2% | 0.6% | -9.4% | 3.4% | 1.7%
Cc1cccc(/C=N/n2c(-c3ccccn3)n[nH]c2=S)c1 | . | 17.8µM* | ? | 0.8% | . | ? | -1.3% | ? | 0.2% | 0.5% | 0.7%
CCc1ccc(NC(=O)NNC(=O)c2ccc3ccccc3c2O)cc1 | 1.4% | -4.3% | -5.0% | 1.0% | 35.1% | ? | -3.5% | 26.6% | -1.3% | 1.1% | 2.7%
O=C(c1ccco1)N1CCN(C2CC(=O)N(c3ccc(C(F)(F)F)cc3)C2=O)CC1 (stereo not given) | 0.3% | -7.6% | -10.9% | 1.8% | 6.1% | 9.7% | 4.6% | 10.3% | 0.6% | -11.3% | -8.4%
COc1ccc(-c2nnc(SCc3cc(C)ccc3C)n2N)cc1 | -0.3% | -4.3% | 1.5% | 1.0% | -0.2%[1.84 µM] | 7.6% | -4.3% | -8.0% | -3.6% | -9.1% | -2.1%
O=C(CC1SC(N2CCCCC2)=NC1=O)Nc1cccc(C(=O)NCc2ccc(F)cc2)c1 (stereo not given) | 15.7% | . | . | ? | -15.8% | . | -0.7% | -10.2% | 4.4% | . | -6.7%
O=C(CCN1CCCC1)Nc1cccc(Br)c1 | 6.1% | 4.4% | 3.0% | 2.0% | -6.6% | -0.5% | 0.8% | 0.6% | 3.8% | -1.8% | 0.8%
O=C(CSc1nnc(NC(=O)c2c(F)cccc2F)s1)NCc1ccc(F)cc1 | -18.2% | . | . | -13.7% | 32.8% | . | 0.1% | 1.6% | -3.8% | . | 0.2%
Cc1ccc(/C=C/C(=O)O)cc1S(=O)(=O)N1CCc2ccccc2C1 | -0.9% | -5.0% | 8.5% | -19.9% | 0.0% | -9.4% | -2.9% | -4.2% | -9.4% | 0.9% | -0.1%
Cc1ccc(NC(=O)CN2CCCC2)cc1Br | -8.8% | -13.7% | -0.2% | 1.7% | 18.1% | 2.5% | -2.8% | . | -5.5% | -4.9% | 1.9%
CSc1ccccc1OCc1cc(C(=O)N(Cc2nccn2C)C(C)C)no1 | 0.1% | 6.1% | -10.1% | -17.8% | -0.5% | 0.4% | 2.7% | 16.7% | -3.0% | -4.7% | 3.4%
Cc1ccc(OCC(=O)N2CCN(S(=O)(=O)c3ccc(Cl)s3)CC2)cc1C | ? | . | . | . | -21.0% | . | 1.4% | -4.8% | -6.0% | . | -5.5%
CCn1c(SCc2ccc(C(=O)Nc3cc(C)cc(C)c3)cc2)nnc1-c1ccncc1 | -2.5% | -2.4% | 10.2% | ? | -55.7% | 27.3% | -2.6% | -12.5% | -3.3% | -4.3% | -7.1%
OCC[C@@H]1C[C@H](O)[C@@H](O)[C@]2(Cc3ccccc3O2)O1 | 8.5% | -2.2% | 8.3% | 6.8% | -7.3% | -14.5% | -3.3% | . | -0.3% | -0.5% | 4.6%
Cc1ccc(/C=N\NC(=O)C2COc3cc4ccccc4cc3O2)o1 (stereo not given) | 1.3% | -3.0% | 3.8% | ? | 2.0% | -1.7% | 0.6% | 3.1% | 2.4% | ? | -3.0%
O=C(Nc1ccc(NC(=O)C2CC2)nc1)c1ccccn1 | -12.9% | 7.08µM* | 4.8% | 6.75µM* | ? | -43.6% | 0.562µM* | ? | 1.26µM* | -0.2% | ?

Screening results as filed in PubChem BioAssay.
